Bioassay records: PubChem, several laboratories
OPRM1-OPRD1 ag = agonists of human mu-delta opioid receptor heterodimerization; 340,000 tested, 0.3% active; AID 504326; P35372+P41143; cells, OPRM1-OPRD1 heterodimerization, luminescence; activation, % at 9.3 µM; in the data active means activation above about 18%;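 further: 0% = vehicle-treated cells and 100% = reference agonist; values of inactives mirror those of a sister screen read the other way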
RTF Ca sens act = increases calcium sensitivity of human cardiac regulated thin filaments. activation, % at 7.2 µM. 340,000 tested, 0.24% active. IANBD-labeled TnC RTF fluorescence at EC20 calcium; 0% EC20 calcium, 100% full calcium. P19429+P45379;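 active means activation above the mean over all tested compounds plus 3 SD, cut at about 30% in these data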;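 further: rise in fluorescence read as greater calcium sensitivity of cardiac thin filaments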
Arr AP2 block = blocks beta-arrestin peptide binding to AP2 adaptin; FITC-arrestin peptide / GST-AP2 beads, flow cytometry; AP2 beta2 appendage carries R879A mutation; inhibition, % at 10 µM; 340,000 tested, 0.31% active; AID 504490;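 active means inhibition above a set limit, near 3 SD of compounds lacking own fluorescence, cut at about 54% in these data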;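 further: plate controls were DMSO wells for no effect and 5 µM unlabelled arrestin peptide for full effect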
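system = GST-tagged AP2 beta2-adaptin appendage (R879A) on 4 µm glutathione beads | reagent = FITC-labelled arrestin peptide probe, 50 nM final | schedule = compound with beads 12 min RT, then probe 1 h RT | signal = HyperCyt-sampled flow cytometry, FL1 channel, ex 488/em 535 nm | read-out = percent response from loss of bead-bound FITC fluorescence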
Wnt act = Wnt/beta-catenin pathway activation; activation, % at 9.35 µM; Wnt/beta-catenin reporter cell assay, activator, plate reader; 300,000 tested, 1.2% active; in the data active means activation above about 30%, passing the limit was not always enough; inconclusive means no clear call, values can overlap the other calls;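 further: 0% = neutral control wells and 100% = positive control wells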
MOR-DOR inv ag = inverse agonists of human mu-delta opioid receptor heterodimerization. cell-based MOR-DOR heterodimer luminescence, inverse agonism. inhibition, % at 9.3 µM. 340,000 tested, 0.21% active. AID 504357; in the data active means inhibition above about 22%, passing the limit was not always enough;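 further: 0% = cells with DMSO and 100% = wells without cells with DMSO; values of inactives mirror those of a sister screen read the other way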
LANA DNA inh = inhibitors of KSHV LANA C-terminal domain DNA binding. inhibition, % at 9 µM. MBP-C-LANA/FAM-LBS DNA binding, fluorescence polarization. 340,000 tested, 0.078% active;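 active means highest replicate inhibition at or above 60% at 9 µM, even if other replicates fall short; inactive means all replicates below 60% inhibition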;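 further: 0% = neutral control wells and 100% = 4 µM acridine orange control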
V-ATPase pHluor = alters yeast V-ATPase proton transport | S. cerevisiae, pHLuorin cytosolic pH fluorescence | response, % at 10 µM | 350,000 tested, 0.37% active | AID 504577; in the data active means response mostly above about 7.3%, no sharp cut-off; inactive means mostly below about 5.4%; further: actives read high; inactives centre near 0; some compounds called inactive have numbers as strong as hits; reference of the scale not given here
Keap1 Nrf2 FP = disrupts human Keap1 binding to Nrf2 peptide; inhibition, % at 9.4 µM; 340,000 tested, 0.15% active; Keap1 Kelch-Nrf2 peptide fluorescence polarization, 1536-well; Q14145; in the data active means inhibition above about 12%; inconclusive means no clear call, values can overlap the other calls; inactive means below about 7.3%;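 further: human Keap1 Kelch domain with fluorescein labeled Nrf2 9mer peptide probe; 0% = neutral control wells and 100% = peptide positive control; higher means more block of Keap1 binding to Nrf2 peptide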
Pemphigus Ab inh = human desmoglein-3 autoantibody binding inhibition | DSG3-coupled beads, scFv-anti-DSG3-GFP binding, flow cytometry; stronger effect = lower value | binding (percent of control), % at 10 µM | 310,000 tested, 0.48% active | P32926;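 active means binding more than 3 SD below its plate's average and above zero; inconclusive means below that plate limit but binding exactly zero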;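 further: hits lower antibody fragment binding to DSG3; some compounds called inactive have numbers as strong as hits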
Target sequence (P32926 whole entry, looked up, the tested form may be a part): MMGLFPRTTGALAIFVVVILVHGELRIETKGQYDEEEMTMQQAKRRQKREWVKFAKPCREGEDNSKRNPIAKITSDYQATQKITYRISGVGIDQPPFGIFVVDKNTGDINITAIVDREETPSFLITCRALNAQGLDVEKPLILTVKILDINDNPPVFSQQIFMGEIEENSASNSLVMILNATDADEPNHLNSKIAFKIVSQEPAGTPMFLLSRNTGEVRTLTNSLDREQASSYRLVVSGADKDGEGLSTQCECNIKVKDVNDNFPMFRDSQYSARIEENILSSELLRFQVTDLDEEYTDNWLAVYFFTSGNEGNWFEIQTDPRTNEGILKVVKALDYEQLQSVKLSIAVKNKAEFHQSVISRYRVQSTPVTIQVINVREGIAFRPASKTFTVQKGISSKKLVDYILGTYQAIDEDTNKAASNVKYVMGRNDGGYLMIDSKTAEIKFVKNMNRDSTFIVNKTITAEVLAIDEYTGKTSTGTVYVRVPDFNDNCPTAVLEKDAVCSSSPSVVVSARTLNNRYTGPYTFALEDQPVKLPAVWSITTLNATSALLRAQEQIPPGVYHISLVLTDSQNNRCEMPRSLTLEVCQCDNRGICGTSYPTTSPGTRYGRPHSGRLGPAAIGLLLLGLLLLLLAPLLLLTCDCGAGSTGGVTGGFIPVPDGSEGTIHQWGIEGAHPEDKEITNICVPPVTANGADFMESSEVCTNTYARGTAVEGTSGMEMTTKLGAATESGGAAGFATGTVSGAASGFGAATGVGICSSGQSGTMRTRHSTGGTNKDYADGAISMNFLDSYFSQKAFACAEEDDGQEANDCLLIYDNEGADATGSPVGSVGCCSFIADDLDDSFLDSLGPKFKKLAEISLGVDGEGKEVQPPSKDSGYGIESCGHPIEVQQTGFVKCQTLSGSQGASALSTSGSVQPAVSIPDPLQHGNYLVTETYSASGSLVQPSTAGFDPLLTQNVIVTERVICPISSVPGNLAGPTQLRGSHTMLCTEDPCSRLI
RTF Ca sens inh = cardiac RTF calcium desensitization; IANBD-labeled cardiac RTF, Ca2+ fluorescence; AID 493244; 340,000 tested, 0.12% active; inhibition, % at 7.15 µM;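 active means inhibition above the mean inhibition of all tested compounds plus 3 SD, cut at about 17% in these data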;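 further: assay run at fixed EC70 calcium of 1.6 mM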
* hit, by the source's call; u = inconclusive; x = no result given.

Structure | OPRM1-OPRD1 ag | RTF Ca sens act | Arr AP2 block | Wnt act | MOR-DOR inv ag | LANA DNA inh | V-ATPase pHluor | Keap1 Nrf2 FP | Pemphigus Ab inh | RTF Ca sens inh
Cn1nc(C(=O)Nc2cccnc2)c2ccccc2c1=O | -0.4 | 5 | 3 | 1 | 2 | -1.2 | 3 | -3 | 103 | -5
Cc1ccc(CN2CCNC(=O)C2CC(=O)NCc2csc(C(C)C)n2)cc1 (stereo not drawn) | -1.8 | -4 | -13 | -1 | 9 | -1.6 | 3 | -3 | 100 | 0
Cc1ccc(C)c(-c2cc(C(=O)Nc3cccnc3)c3ccccc3n2)c1 | 3.1 | -7 | 48 | 0 | -17 | -1.3 | -4 | -3 | x | 11
O=C(CSc1nnc(-c2ccc(F)cc2)o1)Nc1ccc(S(=O)(=O)N2CCCCCC2)cc1 | 5.4 | -6 | -45 | x | -30 | 0.2 | -2 | 1 | 104 | -4
Cc1c(N(C)S(=O)(=O)c2cc(C(=O)N3CCCC3)ccc2Cl)c(=O)n(-c2ccccc2)n1C | -1.1 | 1 | 21 | -1 | 6 | -1.9 | -9 | -2 | 101 | -3
CC1CC(C)CN(C(=O)Nc2ccc(Br)cc2)C1 (stereo not drawn) | 0.3 | 0 | 3 | 0 | -2 | 1.1 | 1 | -9 | 95 | -13
CC(C)C(=O)Nc1c(-c2ccccc2F)c(=O)c2ccccc2n1C | -1.7 | 2 | 7 | 0 | 8 | -1.1 | 4 | -2 | 111 | -1
COc1cc(NC(=O)CCCn2c(=O)oc3ccccc32)cc(OC)c1 | -4.4 | -4 | -5 | 1 | 22 | 1.5 | -1 | -6 | x | -2
Cc1cc(C)n(-c2nc3ccccc3c(=O)n2OCC(C)C)n1 | -3.6 | -2 | 30 | -1 | 17 | -1.8 | 0 | -1 | 104 | -1
Cc1cc(C)c(S(=O)(=O)c2ccccc2C(=O)O)c(C)c1 | -2.2 | -6 | 22 | -2 | 14 | 2.5 | -1 | 1 | x | 0
CCOC(=O)C1CCN(Cc2ccc(C(=O)OC)cc2)CC1 | -1.7 | -4 | -2 | 0 | 9 | 4.2 | -2 | 0 | x | -5
CCC(C)(C)NC(=O)Cn1c(-c2ccccc2)cc(C(C)=O)c1C | -0.6 | -3 | -5 | 2 | 4 | -1.1 | -1 | 0 | 105 | -5
Fc1ccc(CNc2ccccn2)cc1 | -1.8 | 3 | 3 | 2 | 9 | 0.7 | 5 | -4 | 119 | -4
CC(C)c1ccc(/C=N/NC(=O)CC(=O)NCc2ccccc2)cc1 | 0.0 | 0 | 21 | 1 | 0 | 0.2 | -2 | 1 | 97 | 4
Cc1ccccc1NC(=O)CN1C(=O)NC(C)(c2ccc3c(c2)OCO3)C1=O (stereo not drawn) | -0.1 | -3 | 28 | -1 | 1 | -0.7 | 1 | -8 | 94 | -9
O=C(O)C1C2C=CC(C2)C1C(=O)NCc1ccc(Cl)c(Cl)c1 (stereo not drawn) | 1.4 | 0 | -3 | -3 | -7 | 0.3 | -2 | 5 | 100 | -4
COc1ccccc1Oc1cn[nH]c1-c1ccc(OCC(=O)NN)cc1O | 0.9 | -1 | 0 | -2 | -5 | 5.4 | 0 | -3 | 97 | -2
Cc1cccc2cc(C3CC(c4ccco4)=NN3S(=O)(=O)c3ccccc3)c(Cl)nc12 (stereo not drawn) | 0.8 | 0 | 10 | -7 | -4 | -0.8 | 4 | -7 | 79 | -10
CCN(c1ccccc1)S(=O)(=O)c1ccc(Cl)c(NC(=O)CN2CCCCCC2)c1 | 3.0 | 0 | -1 | -17 | -16 | -0.4 | -2 | -3 | 78 | -4
Cc1noc(C)c1C(=O)Nc1ccc(F)cc1F | -0.3 | 1 | 7 | -1 | 1 | 1.8 | 0 | 6 | x | -11
CCc1ccc(OCCCC(=O)Nc2ccc(N3CCOCC3)cc2)cc1 | -0.1 | -6 | -5 | x | 1 | 1.1 | 3 | -3 | 84 | -30
CC(=O)c1nc(-c2ccccc2)sc1C | -2.2 | 3 | -7 | 3 | 11 | -0.4 | 1 | -3 | 96 | -2
Cc1ccc(-c2nn(CC(=O)NCCN3CCOCC3)c(=O)c3ccccc23)cc1 | -4.3 | -4 | 24 | x | 20 | 0.1 | 4 | 2 | 95 | 2
N#CC(C(=O)c1ccc(S(=O)(=O)N2CCCCCC2)cc1)c1nc2ccccc2[nH]1 (stereo not drawn) | 24* | -6 | 2 | x | -135 | 1.2 | -2 | -1 | 100 | 4
N#Cc1c(-c2c(Cl)cccc2Cl)noc1/C=C/Nc1ccc(C(=O)O)cc1 | 1.1 | -3 | 2 | -2 | -8 | 0.6 | -1 | -6 | 109 | 2
Cc1cc(N2CCOCC2)n2cc(-c3ccc(F)cc3)nc2n1 | -3.5 | -6 | -21 | 1 | 16 | 0.1 | -1 | 4 | 110 | 12
CCOC(=O)Cc1csc(N/N=C\c2ccccc2OC)n1 | -2.1 | -5 | 13 | 3 | 10 | -2.0 | 1 | -2 | 119 | 2
Cc1ccc(S(=O)(=O)N(CC(=O)NCCC2=CCCCC2)Cc2ccccc2F)cc1 | 4.9 | 0 | -7 | -2 | -21 | 0.4 | 10 | -1 | x | -5
O=c1[nH]snc1N1CCOCC1 | -2.8 | 1 | 4 | -1 | 14 | -0.2 | 2 | -3 | 93 | -19
COc1cc(/C=C(\C#N)C(=O)NC(C)C)cc(Cl)c1O | -3.4 | -6 | 14 | 4 | 16 | -1.9 | -2 | -2 | 116 | -10
O=C(NCC1CCCO1)c1cc2c(s1)CCCC2 (stereo not drawn) | -1.7 | 1 | 2 | u | 7 | -0.2 | 1 | -4 | 89 | -4
CC1CCCC(NC(=O)COC(=O)c2ccc(Cl)nc2)C1C (stereo not drawn) | -1.6 | -5 | 28 | 1 | 7 | 0.8 | 1 | -1 | x | -2
COc1ccccc1N(Cc1cc2cccc(C)c2[nH]c1=O)C(=O)C(C)C | -1.9 | -3 | -19 | x | 9 | -0.1 | -4 | -2 | 94 | -3
Cc1ccc(S(=O)(=O)N/N=C/c2c(C)nn(-c3ccccc3)c2C)cc1 | -1.9 | -1 | 22 | x | 9 | 0.8 | -1 | -1 | 96 | 0
CN(c1cccc(NC(=O)c2ccccc2N(C)S(=O)(=O)c2ccccc2)c1)S(C)(=O)=O | 0.4 | 2 | 0 | -3 | -2 | 0.3 | 2 | 0 | 105 | -6
COc1ccc(C2CC(c3cccs3)=NN2C(=O)CCl)cc1OC (stereo not drawn) | -2.3 | -5 | 11 | -3 | 12 | 1.3 | -3 | -13 | 129 | 4
O=C(Oc1ccc(Cl)c2ccccc12)N1CCCCC1 | 1.6 | -3 | 21 | x | -7 | -0.7 | -4 | 3 | 94 | -4
Cc1ccc(C(=O)Nc2ccccc2N2CCCCC2)o1 | 2.8 | 5 | 14 | 1 | -15 | 1.7 | 2 | -4 | x | 1
CCN(CC)S(=O)(=O)c1ccc(N2CC(C(=O)NCCc3ccc(Cl)cc3)CC2=O)cc1 (stereo not drawn) | -3.1 | 0 | 4 | -1 | 13 | 0.0 | 1 | -4 | x | -5
O=C(Cc1ccccc1)Nc1ccc(NC(=O)c2cccnc2)cc1 | -0.8 | 1 | -12 | 0 | 4 | -1.0 | 2 | -6 | 115 | -7
CCOc1ccc(C(C)=O)cc1COC(=O)c1cccnc1SC | -3.5 | 1 | -10 | -2 | 17 | 1.4 | -2 | 0 | 99 | 1
Nn1c(Cc2ccc(F)cc2)n[nH]c1=S | -3.1 | 4 | -16 | -1 | 14 | -0.3 | 1 | -3 | 102 | -12
CC1CN(C(=O)c2cc(F)c(F)cc2Cl)CC(C)O1 (stereo not drawn) | -1.0 | 0 | 13 | x | 5 | 0.2 | 0 | 4 | 101 | -12
Cc1ccc(S(=O)(=O)N2CCC(NC(=O)OC(C)C)CC2)cc1 | -0.2 | -1 | 8 | -1 | 1 | -0.1 | -2 | 2 | 99 | -5
CCCCn1c(SCC(=O)NC2CCS(=O)(=O)C2)nnc1-c1ccc(OC)cc1 (stereo not drawn) | -0.6 | -3 | 24 | 2 | 3 | -0.4 | -5 | 3 | 113 | -7
COc1ccc(OC)c(NC(=O)CCNS(=O)(=O)c2cc(Br)cnc2N)c1 | -2.6 | -9 | 1 | 2 | 14 | -0.1 | -8 | -1 | 90 | -3
Cc1cc(SCC(=O)c2cccs2)nc2ccccc12 | 3.1 | 1 | 2 | x | -19 | -0.7 | 4 | -7 | 102 | -18
CCC(C)(C)NC(=O)c1ccccc1Oc1ccccc1 | -0.5 | -2 | -10 | -11 | 2 | 0.1 | 2 | -2 | 98 | -7
CCn1c(CNC(=O)c2cccnc2)cc2ccccc21 | -3.6 | -2 | 4 | 0 | 17 | -1.2 | 2 | 1 | 101 | 3
Cc1cccc(NC(=S)NCc2ccc(F)cc2)c1 | -0.2 | 2 | 3 | -4 | 1 | -1.6 | -1 | 1 | 102 | -3

(list continues)
Structure | OPRM1-OPRD1 ag | RTF Ca sens act | Arr AP2 block | Wnt act | MOR-DOR inv ag | LANA DNA inh | V-ATPase pHluor | Keap1 Nrf2 FP | Pemphigus Ab inh | RTF Ca sens inh
COn1c(-n2nc(C)cc2C)nc2ccccc2c1=O | -1.2 | 14 | -5 | x | 7 | 1.2 | 1 | -5 | 103 | -5
CCN(CC)CCC(c1ccc(OC)cc1)c1c(O)cc(OC)cc1OC (stereo not drawn) | -2.7 | -3 | -2 | -1 | 15 | 2.4 | 0 | 0 | 104 | -7
COc1cc(OC)cc(C(=O)NC(C(=O)NNC(=O)c2cc(Cl)ccc2OC)C(C)C)c1 (stereo not drawn) | -3.1 | 0 | -5 | -4 | 12 | 0.1 | -3 | 4 | x | -4
O=C(c1ccc(-c2ccccc2)cc1)N1CCC(C(=O)N2CCCC2)CC1 | -1.5 | 7 | -6 | x | 8 | -1.0 | 0 | -4 | 103 | 1
CCOC(=O)c1ccc(Nc2nc(N)c3cc(OC)c(OC)cc3n2)cc1 | 2.0 | -1 | 12 | x | -9 | -0.5 | -1 | 3 | 100 | -10
COc1ccccc1N1CCN(Cc2ccc(C(=O)O)cc2)CC1 | -2.3 | 4 | 1 | -1 | 12 | -0.3 | 0 | -6 | 116 | -9
N#C/C(=C/c1cn(CC(=O)O)c2ccccc12)C(=O)NCc1ccccc1 | -1.4 | 13 | -21 | 0 | 8 | 1.8 | -1 | -6 | 108 | 8
Nn1c(SCC(=O)Nc2ccc(OC(F)F)cc2)nnc1-c1ccco1 | -1.1 | -2 | 25 | -1 | 8 | -2.4 | -1 | -4 | 71 | 3
CCc1ccc(C2=NN(CCC(=O)NC(C)CCc3ccccc3)C(=O)CC2)cc1 (stereo not drawn) | -2.6 | 0 | 8 | -3 | 14 | 1.0 | 2 | -4 | 107 | 5
